Bioassay records as filed in PubChem BioAssay.
ERp5 block: inhibitors of ERp5-driven insulin aggregation, primary screen, biochemical, turbidity, absorbance 650 nm, single point; Protein disulfide-isomerase A6 (Homo sapiens), Q15084; 90 min; inhibition, % at 9.99 µM; 0.05% of 350,000 active; AID 651711, 2012;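 active means mean replicate inhibition above about 25%, with every replicate also reaching it, limit read from the data, passing the limit was not always enough; inconclusive means only one of those two criteria met; inactive means neither criterion met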
Target sequence (Q15084 whole entry, looked up): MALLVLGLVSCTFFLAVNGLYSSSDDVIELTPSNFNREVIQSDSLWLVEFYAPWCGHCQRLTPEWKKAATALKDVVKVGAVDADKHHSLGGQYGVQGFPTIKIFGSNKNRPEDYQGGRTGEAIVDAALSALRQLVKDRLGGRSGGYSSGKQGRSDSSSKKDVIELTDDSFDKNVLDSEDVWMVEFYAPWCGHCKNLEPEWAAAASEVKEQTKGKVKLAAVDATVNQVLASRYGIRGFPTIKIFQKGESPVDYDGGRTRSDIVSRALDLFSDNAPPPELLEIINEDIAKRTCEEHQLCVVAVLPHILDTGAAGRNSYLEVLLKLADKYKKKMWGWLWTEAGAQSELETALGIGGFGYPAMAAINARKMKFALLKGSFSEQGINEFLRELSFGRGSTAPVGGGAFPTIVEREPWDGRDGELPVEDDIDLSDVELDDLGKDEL
E-selectin induc: E-selectin induction in HUVECs, primary screen, imaging, HUVEC, immunofluorescence imaging, single point. P16581. normalized: neutral wells 0, TNF-alpha wells 100. activation, % at 7.58 µM. 0.37% of 260,000 active. AID 686992, 2013;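 active means mean E-selectin-positive cell signal at least 10% of the positive control, reached in at least 60% of replicates, without over 20% cell loss; inconclusive means no rule given, readout overlaps actives, possibly toxicity-flagged; inactive means the rest, including those meeting only one limit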;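 further: in these data hits start at about 27%; measured in HUVEC primary endothelial cells; signal is the percent of cells scored E-selectin positive by PE staining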
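material = human umbilical vein endothelial cells (HUVEC), E-selectin induction | quantity = 3,000 cells/well | medium = EGM-2 growth medium on 0.1% gelatin-coated wells | technique = immunofluorescence imaging | read-out basis = % PE-positive cells | control set = TNF-alpha positive control, DMSO neutral control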
Statin myotox sup: suppressors of statin myotoxicity in C2C12 myotubes, primary screen, cell-based, single point, plate reader; C2C12 myotubes + simvastatin, ATP luminescence, 48 h; scaled: DMSO 0, geranylgeraniol control 100; rescue of ATP level, % at 7.49 µM; 0.78% of 330,000 active;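 active means mean ATP rescue above about 67%, or every replicate alone reaching that limit, limit read from the data, passing the limit was not always enough; inconclusive means no clear call, values can overlap the other calls; inactive means mean under the limit and some replicate under it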;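 further: myotubes were challenged with 10 µM simvastatin during compound exposure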
DENV2 CPE: inhibitors of DENV2 cytopathic effect, primary screen, cell-based, plate reader, single concentration. DENV2-infected cells, cytopathic effect rescue. CPE inhibition, % at 9.99 µM. 1.7% of 350,000 active. AID 651640, 2012; in the data active means CPE inhibition above about 20%, passing the limit was not always enough; inconclusive means no clear call, values can overlap the other calls; tested in BHK-21 cells;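 further: 0% = median of neutral control wells and 100% = median of positive control wells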
PglD inh: C. jejuni PglD acetyltransferase inhibitors, primary screen, biochemical, DTNB colorimetric, single point. purified PglD enzyme, DTNB colorimetric CoA detection. inhibition, % at 12.5 µM. 0.098% of 360,000 active. AID 602405, 2012; in the data active means inhibition above about 16%, passing the limit was not always enough; inconclusive means no clear call, values can overlap the other calls; further: strong numbers were not always called active
S100A4 inh HTS: inhibitors of S100A4-myosin IIA peptide binding, primary screen, biochemical, fluorescence polarization, TAMRA-MyoIIA peptide; inhibition, % at 10.7 µM; Protein S100-A4 (Homo sapiens), P26447; AID 652163, 2013; 0.14% of 360,000 active;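 active means mean inhibition of at least 70% across replicates, with every replicate also reaching that level; inconclusive means mean inhibition reaches 70% but some replicates fall short; inactive means mean inhibition below 70%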
Target sequence (P26447 whole entry, looked up): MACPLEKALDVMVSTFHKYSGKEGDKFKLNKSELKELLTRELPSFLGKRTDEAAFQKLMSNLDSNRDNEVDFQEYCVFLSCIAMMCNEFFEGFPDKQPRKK
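Material: S100A4 monomer (human). Medium: Calcium-containing HEPES buffer, pH 7.2. Probe or stimulus: labelled myosin peptide probe, 5 nM. Compound dosing: one concentration per compound. Timing: polarization read 5 min after assay mix addition, stable 5–60 min. Benchmarks: DMSO as neutral control, TFP as positive control.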
SIRT5 block: SIRT5 desuccinylase inhibitors, primary screen, biochemical, fluorescence imaging, single point, set 5 | Purified SirT5, succinyl-peptide AMC, trypsin-coupled fluorescence | inhibition, % at 15 µM | 1.1% of 330,000 active | NAD-dependent protein deacylase sirtuin-5, mitochondrial (Homo sapiens), Q9NXA8; in the data active means inhibition above about 15%; inconclusive means no clear call, values can overlap the other calls
Target sequence (Q9NXA8 whole entry, looked up): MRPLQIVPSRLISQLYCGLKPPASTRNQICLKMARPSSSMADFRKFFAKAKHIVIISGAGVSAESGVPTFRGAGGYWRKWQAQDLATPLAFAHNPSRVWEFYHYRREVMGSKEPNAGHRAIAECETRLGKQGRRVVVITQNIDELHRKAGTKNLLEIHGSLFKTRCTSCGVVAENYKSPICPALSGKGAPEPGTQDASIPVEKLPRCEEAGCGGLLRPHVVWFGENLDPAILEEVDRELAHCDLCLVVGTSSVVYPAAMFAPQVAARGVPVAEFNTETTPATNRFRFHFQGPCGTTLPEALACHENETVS
An asterisk follows results filed as active; ? = inconclusive; . = not tested or not shown. Not all compounds are listed (hit frequency here may not be typical).

1) O=C(c1cccc([N+](=O)[O-])c1)N1CCCC(C(=O)N2CCCCC2)C1 (centres undefined)
2) O=C(CC1(O)C(=O)Nc2ccccc21)c1ccccc1 (centres undefined)
3) COc1ccc(NC(=O)Cn2c(=O)cnc3ccccc32)cc1S(=O)(=O)N1CCCCC1
4) CN(C)C(=O)c1ccc(-c2ccc3c(c2)[C@H]2[C@H](CCN2C(=O)c2ccccc2F)[C@H](CO)N3)cc1
5) CS(=O)(=O)NN1C(=O)c2ccccc2NC1c1cccc(O)c1 (centres undefined)
6) NC(N)=Nc1nc(CCN2C(=O)c3ccccc3C2=O)cs1
7) CCS(=O)(=O)N1CCC(C(=O)NCCCN2CCCC2)CC1
8) O=C(C1CC1)N1CCCCN2[C@@H](CO)[C@H](c3ccc(C#CC4CCCC4)cc3)[C@@H]2C1
compound no.,1,2,3,4,5,6,7,8
DENV2 CPE,2,-15,-4,.,?,.,.,9
PglD inh,.,-4,.,0,6,6,-5,3
E-selectin induc,2.0,?,.,?,.,0.3,.,-0.4
SIRT5 block,0,-2,3,.,-9,.,2,-2
Statin myotox sup,2,1,4,-1,2,-4,-38,-31
ERp5 block,-5,1,-2,.,-1,.,0,4
S100A4 inh HTS,11,4,-5,.,-8,.,-2,3

9) CCCCn1c(N)c(N(CC(C)C)C(=O)C2CCN(S(=O)(=O)c3ccc(OCC)cc3)CC2)c(=O)[nH]c1=O
10) Cc1ccc(C)c(N2CCN(c3ccc4cc(S(=O)(=O)N5CCCCC5)ccc4n3)CC2)c1
11) CC(C)(C)NC(=O)C1Cc2ccccc2CN1S(=O)(=O)c1ccc(F)cc1 (centres undefined)
12) COCC#Cc1ccc2c(c1)O[C@H](CN(C)Cc1ccccc1F)[C@@H](C)CN([C@@H](C)CO)S2(=O)=O
13) Cc1cc(C)cc(Cn2c3ccc(NC(=O)NCc4ccc(F)cc4)cc3c(=O)n2C)c1
14) C[C@H](CO)N1C[C@H](C)[C@H](CN(C)S(=O)(=O)c2cn(C)cn2)Oc2ccc(NS(=O)(=O)c3ccccc3)cc2CC1=O
15) COc1cc(C(C(=O)NCC2CCCO2)N(C(=O)Cn2nnc3ccccc32)c2ccc(OC)c(OC)c2)ccc1O (centres undefined)
16) O=C(O)CCNC1C=CS(=O)(=O)C1 (centres undefined)
compound no.,9,10,11,12,13,14,15,16
DENV2 CPE,5,5,0,6,0,-8,13,0
PglD inh,-1,2,.,-3,0,1,0,-2
E-selectin induc,1.1,.,.,-0.2,0.2,-1.9,.,.
SIRT5 block,-1,-12,-2,9,-5,-2,1,-2
Statin myotox sup,4,0,.,-23,-79,-2,-6,.
ERp5 block,-9,4,-1,-1,2,3,-6,2
S100A4 inh HTS,1,-1,-8,-6,6,-23,-6,-9

17) COc1cc(CCC(C)NCc2ccccc2)ccc1O (centres undefined)
18) O=S(=O)(c1cccc(F)c1)N1CCCN(c2ccc(C(F)(F)F)cn2)CC1
19) CCCCCOc1ccc(N2C(=O)C(C)CNC2=S)cc1 (centres undefined)
20) CC(C)C#Cc1ccc2c(c1)O[C@@H](CN(C)S(=O)(=O)c1cn(C)cn1)[C@H](C)CN([C@@H](C)CO)S2(=O)=O
21) CCC(CC)C(=O)N(C)c1c(C)nc2c(OCC=C(C)C)cccn12
22) CC(NC(=O)c1ccc(N)cc1)c1ccccc1 (centres undefined)
23) COc1cccc(C(=O)Cn2c(NCCCO)nc3ccccc32)c1
24) CCS(=O)(=O)Nc1ccc2c(c1)C(=O)N(C)C[C@H](OC)[C@H](C)CN(C(C)=O)[C@H](C)CO2
compound no.,17,18,19,20,21,22,23,24
DENV2 CPE,1,2,-3,5,-11,2,-2,24*
PglD inh,-10,2,.,3,-6,2,7,-2
E-selectin induc,-1.6,-0.2,.,0.0,-0.3,-1.3,-0.1,0.0
SIRT5 block,0,.,-1,-4,.,3,-2,0
Statin myotox sup,23,.,.,-6,-9,-2,4,1
ERp5 block,3,6,9,-3,-8,2,-1,0
S100A4 inh HTS,-4,-4,-5,-8,0,-10,-14,9

25) CCCn1nc(C(=O)NCC2COc3ccccc3O2)c2ccccc2c1=O (centres undefined)
26) CS(=O)(=O)c1ccc(Cl)c(NC(=O)C2CC(=O)N(c3ccc4c(c3)OCCO4)C2)c1 (centres undefined)
27) CC(=O)Oc1ccc(C(=O)Nc2ccc(S(=O)(=O)NCC3CCCO3)cc2)cc1 (centres undefined)
28) CSC[C@H]1CN(c2ccc(Br)cc2)C(=O)[C@@H]1CC(=O)Nc1ccccc1
29) O=S(=O)(c1cccc2nonc12)N1CCN(c2ccccc2F)CC1
30) O=C(COc1ccc(F)cc1)N(Cc1ccc(Cl)cc1)C1CCS(=O)(=O)C1 (centres undefined)
31) O=C(c1ccc(Cl)c(S(=O)(=O)N2CCCC2)c1)N1CCN(c2ccccc2)CC1
32) CC(C)NC(=O)N1[C@@H](CO)[C@H](c2ccccc2)C12CN(C(=O)c1ccccn1)C2
compound no.,25,26,27,28,29,30,31,32
DENV2 CPE,10,-9,-1,0,3,1,-2,17
PglD inh,-2,-3,2,-5,3,5,-3,.
E-selectin induc,.,0.9,0.5,3.0,-2.6,.,.,-0.1
SIRT5 block,8,2,-2,-4,-2,-4,-2,-1
Statin myotox sup,-3,3,22,-5,-1,-1,-2,.
ERp5 block,-8,3,3,4,-2,-1,2,5
S100A4 inh HTS,-2,-4,-2,-2,-3,0,2,-7

Filtered by structure: those above with two or more sulfur atoms
14) C[C@H](CO)N1C[C@H](C)[C@H](CN(C)S(=O)(=O)c2cn(C)cn2)Oc2ccc(NS(=O)(=O)c3ccccc3)cc2CC1=O
20) CC(C)C#Cc1ccc2c(c1)O[C@@H](CN(C)S(=O)(=O)c1cn(C)cn1)[C@H](C)CN([C@@H](C)CO)S2(=O)=O
compound no.,14,20
DENV2 CPE,-8,5
PglD inh,1,3
E-selectin induc,-1.9,0.0
SIRT5 block,-2,-4
Statin myotox sup,-2,-6
ERp5 block,3,-3
S100A4 inh HTS,-23,-8

(cont.)
33) O=C(NCCCN1CCCCC1)c1ccc(CS(=O)c2ccc(F)cc2)o1 (centres undefined)
34) O=C(c1cccc2ccccc12)C1CCCN(C(=O)C2CCOCC2)C1 (centres undefined)
35) COc1ccc(N2CCN(CCC3Oc4cc([N+](=O)[O-])ccc4NC3=O)CC2)cc1 (centres undefined)
36) COCC(=O)N[C@H]1CC[C@@H](CC(=O)NCc2ccc(Cl)cc2)O[C@H]1CO
37) CCc1ccc2c(CSc3nnnn3C)cc(=O)oc2c1
38) CC(C)CNC(=O)COc1ncnc2sccc12
39) CN1C(=O)[C@@](O)(CC(=O)c2ccccc2)c2cc(Br)ccc21
40) COc1ccc(NC(=O)Nc2ccccc2SC)c(OC)c1
compound no.,33,34,35,36,37,38,39,40
DENV2 CPE,2,7,1,1,4,1,-4,-1
PglD inh,4,1,-4,3,1,.,.,8
E-selectin induc,0.2,2.4,.,-0.2,-0.1,1.3,3.3,.
SIRT5 block,-2,-3,0,-5,0,1,-1,-4
Statin myotox sup,15,-3,-1,-4,8,.,.,-5
ERp5 block,.,-4,0,14,-3,-4,-2,6
S100A4 inh HTS,-5,-10,-3,23,3,-4,2,4

Compound profiles, as listed above.
COc1ccc(NC(=O)Nc2ccccc2SC)c(OC)c1 across the screens: DENV2 CPE = -1; PglD inh = 8; E-selectin induc = .; SIRT5 block = -4; Statin myotox sup = -5; ERp5 block = 6; S100A4 inh HTS = 4
COCC(=O)N[C@H]1CC[C@@H](CC(=O)NCc2ccc(Cl)cc2)O[C@H]1CO across the screens: DENV2 CPE = 1; PglD inh = 3; E-selectin induc = -0.2; SIRT5 block = -5; Statin myotox sup = -4; ERp5 block = 14; S100A4 inh HTS = 23

The list continues:
41) Cn1c(=O)n(Cc2ccc(F)cc2)c(=O)c2c1nc1n2CCN1Cc1ccco1
42) CCSC1=NCCN1C(=O)c1c(-c2ccccc2Cl)noc1C
43) COCC(=O)N1C[C@@H](C)[C@@H](OC)CN(C)C(=O)c2cc(NC(=O)c3ccc(F)cc3)ccc2OC[C@@H]1C
44) COc1nccnc1NS(=O)(=O)c1ccc(NC(=O)c2ccc(F)cc2)cc1
45) O=C(COC(=O)c1ccccn1)c1cccc(Br)c1
46) CCOC(=O)c1nn(-c2ccc(OCC)cc2)c(C)c1C(C)=O
47) COCCOC(=O)C1=C(C)NC(=O)NC1/C=C/c1ccccc1 (centres undefined)
48) Cc1ccccc1NC(=O)COC(=O)/C=C/c1cccc(C(F)(F)F)c1
compound no.,41,42,43,44,45,46,47,48
DENV2 CPE,.,-6,?,-3,-5,-19,17,4
PglD inh,0,.,-1,-3,3,.,.,.
E-selectin induc,4.2,7.6,0.0,.,.,.,.,0.4
SIRT5 block,1,0,0,-2,2,-1,-1,-5
Statin myotox sup,6,.,-1,-19,.,.,.,.
ERp5 block,-1,-2,0,-6,3,5,-3,-3
S100A4 inh HTS,10,4,0,-17,-8,-2,0,4

49) Cc1noc(C)c1NC(=O)Nc1ccc2c(c1)CC(=O)N([C@H](C)CO)C[C@@H](C)[C@@H](CN(C)C(=O)Nc1ccc(C(F)(F)F)cc1)O2
50) COc1ccccc1S(=O)(=O)Cc1ccc(C(=O)NCCN2CCCCCC2)o1
51) COc1ccc(NC(=O)Cc2ccsc2)c(OC)c1
52) Cc1ccc(Nc2ccc(N)cc2S(=O)(=O)O)cc1
53) CCCN1C[C@H](C)[C@H](OC)CN(C)C(=O)c2cc(NC(=O)NC3CCCC3)ccc2OC[C@H]1C
54) COc1cnc(-c2ccccn2)nc1Oc1ccccc1
55) O=C(O)CC/C(=N\NC(=O)CNC(=O)c1cccc(Cl)c1)c1ccccc1
56) CC(SC1=NCCS1)C(=O)Nc1nnc(-c2ccc(F)cc2)s1 (centres undefined)
compound no.,49,50,51,52,53,54,55,56
DENV2 CPE,6,1,0,-4,7,-2,-1,15
PglD inh,0,-1,-7,1,.,3,.,-7
E-selectin induc,0.1,0.0,-0.1,.,-0.1,.,.,.
SIRT5 block,-6,1,-9,56*,2,2,.,-7
Statin myotox sup,-7,-5,11,6,.,3,.,-1
ERp5 block,0,2,2,-1,-1,-2,3,-5
S100A4 inh HTS,1,-3,1,-23,5,0,1,-3

57) CC(=O)Nc1ccc(NC(=O)CSc2nnc(-c3cccnc3)o2)cc1
58) C/C(=N/NC(=O)c1nnn(-c2nonc2N)c1CSc1ccc(C)cc1)c1ccncc1
59) COC(=O)c1sccc1NC(=O)C1CC(C)=C(C)CC1C(=O)O (centres undefined)
60) COc1ccc(-c2cc(C(=O)NC3=NCCS3)c3ccccc3n2)cc1OC
compound no.,57,58,59,60
DENV2 CPE,-3,-2,2,8
PglD inh,1,-4,.,.
E-selectin induc,-0.2,-0.7,2.5,0.1
SIRT5 block,-1,.,0,0
Statin myotox sup,-11,-13,-4,.
ERp5 block,-4,8,5,2
S100A4 inh HTS,4,4,-10,-3

SIRT5 block, what is marked active above.
item	structure	DENV2 CPE	PglD inh	SIRT5 block	ERp5 block	S100A4 inh HTS
52	Cc1ccc(Nc2ccc(N)cc2S(=O)(=O)O)cc1	-4	1	56*	-1	-23
